Screens: PubChem BioAssay, ICCB-Longwood Screening Facility, Harvard Medical School
Polio RdRp inh = poliovirus RNA polymerase inhibition. % elongation, % (compound at 16.7 µg/mL). AID 588519. poliovirus polymerase elongation, fluorescence polarization; hits give low values. 150,000 compounds, 0.66% hits; in the data active = % elongation below about 90%; note: some results filed as inactive read as strong as hits
Target sequence (P03300 1749-2209 limits assumed): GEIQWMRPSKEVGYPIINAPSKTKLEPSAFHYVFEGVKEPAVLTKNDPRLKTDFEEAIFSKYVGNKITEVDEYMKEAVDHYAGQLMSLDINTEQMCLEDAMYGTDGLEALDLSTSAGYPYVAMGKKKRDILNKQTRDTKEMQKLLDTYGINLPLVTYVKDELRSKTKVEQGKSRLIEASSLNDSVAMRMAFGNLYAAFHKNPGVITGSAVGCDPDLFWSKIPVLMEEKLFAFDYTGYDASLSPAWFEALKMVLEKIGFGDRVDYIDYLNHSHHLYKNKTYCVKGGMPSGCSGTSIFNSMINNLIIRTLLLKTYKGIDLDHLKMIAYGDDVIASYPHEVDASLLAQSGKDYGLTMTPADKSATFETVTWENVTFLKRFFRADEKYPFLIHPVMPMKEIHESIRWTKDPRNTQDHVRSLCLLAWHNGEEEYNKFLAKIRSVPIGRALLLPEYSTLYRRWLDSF
Polio RdRp inh FP z-score = further read-out of Polio RdRp inh, marked with its call; z-score; measured here: FP z-score; hits read low
* hit, by the source's call.

SMILES | Polio RdRp inh | Polio RdRp inh FP z-score
Cc1[nH]c2ccccc2c1C(=O)CN1CCN(S(=O)(=O)c2ccccc2F)CC1 | 107 | 0.7
COc1ccc(C2C3=C(CCCC3=O)N(CC(=O)O)C3=C2C(=O)CCC3)cc1 | 103 | 0.2
COC(=O)c1ccc(-n2nc(C)cc2C)cc1 | 98 | -1
O=C1c2ccccc2C(=O)N1CCc1cn2cccnc2n1 | 103 | -0.2
CC(C)c1ccccc1NC(=O)COC(=O)c1ccc2ccccc2n1 | 102 | -0.1
CCOc1ccc(/C=C/C(=O)NC(C)C)cc1 | 100 | 0.1
COc1ccccc1-c1cc(C(=O)N2CCN(c3ccccc3)CC2)no1 | 103 | 0
O=C(CN1C(=O)C(c2ccc(F)cc2)=NC12CCCCCC2)Nc1ccc(F)c(Cl)c1 | 107 | 0.1
Cc1cc(=O)oc2cc(OCc3ccc(C(=O)O)cc3)ccc12 | 91 | -1.4
CCn1c(=O)c2sccc2n2c(CCCC(=O)NCc3cccnc3)nnc12 | 103 | 0.1
Cc1c(NC(=O)Nc2ccc(F)c(Cl)c2)c(=O)n(-c2ccccc2)n1C | 107 | -0.5
CC(C)COc1cccc(OCC(=O)Nc2ccc(F)cc2)c1 | 103 | 0.1
CC(Oc1ccccc1)c1nnc(N)s1 (stereo not drawn) | 104 | 0.5
COC(=O)Cn1ncn2nc(-c3cccs3)cc2c1=O | 102 | -0.3
c1ccc(CN(Cn2nnc3ccccc32)Cn2nnc3ccccc32)cc1 | 101 | 0.4
O=C(Nc1cccc(C(=O)OCc2cc(=O)n3nc(C4CC4)sc3n2)c1)c1ccccc1 | 102 | -1
Cc1nc(N)[nH]c(=O)c1CCC(=O)O | 105 | 0.2
O=C(O)CCC(=O)N1CCSc2ncccc21 | 106 | 2.3
Cc1cccc(CC(C(=O)Nc2ccccc2)c2nn[nH]n2)c1 (stereo not drawn) | 102 | 0.1
COc1ccc(Br)cc1CN1C(=O)c2ccccc2C1C(=O)NC1CCCCCC1 (stereo not drawn) | 108 | 0.4
O=C1NC(=O)N(C2CCCCC2)C(=O)/C1=C/c1ccc(O)cc1 | 97 | -0.5
NNC(=O)[C@H]1[C@@H]2C[C@@H]3c4[nH]c5ccccc5c4CCN3C[C@H]2CC[C@H]1O | 103 | 0.1
COc1ccc(-c2cc(-c3ccccc3)c(C#N)c(SC3CCCCC3=O)n2)cc1 (stereo not drawn) | 100 | 0
O=C(CC1N=C2c3ccccc3N=C(SCC(=O)Nc3cccc(C(F)(F)F)c3)N2C1=O)NCc1cccs1 (stereo not drawn) | 114 | 0.6
CCCCN(C)C(=O)Cn1ncc2c3ccccc3n(C)c2c1=O | 102 | -0.7
(further entries)
SMILES | Polio RdRp inh | Polio RdRp inh FP z-score
CCCCOC(=O)c1ccc(Nc2ncnc3[nH]ncc23)cc1 | 101 | -0.9
CCOc1ccc(CCNC(=O)c2ccc3c(c2)N(Cc2ccc(C)cc2)CCS3)cc1 | 101 | -1
Oc1ccc(CN2CCCCC2)c2cccnc12 | 110 | 1.5
COc1ccc(S(=O)(=O)N(CCc2ccccc2)CC(=O)Nc2cc(C)cc(C)c2)cc1OC | 106 | 0.4
Cc1ccc(C)c(NC(=O)N2CCN(c3nnc(C)c4c(C)n(-c5ccccc5)nc34)CC2)c1 | 109 | 0.3
O=C1CCC(=O)N1CN(Cc1ccccc1)Cc1ccccc1 | 103 | 0.7
Cn1c(C(=O)NCCCN2CCCC2=O)cc2sccc21 | 102 | 0.2
Cc1ccc2c(c1)c1c(n2CCC(=O)O)C(=O)CCC1 | 101 | -0.1
COc1ccc(C(=O)NCC(c2ccc(N(C)C)cc2)N2CCCC2)c(OC)c1 (stereo not drawn) | 105 | 0
COc1ccc(-n2c(C)cc(C(=O)COC(=O)c3ccc(C#N)cc3)c2C)cc1 | 109 | 1
Cc1ccccc1Cn1c2ccccc2c2cnn(CC(=O)N3CCC(C)CC3)c(=O)c21 | 102 | -0.7
COc1cc(CNc2ccc(C(=O)O)cc2)ccc1OCc1ccc(Cl)cc1 | 101 | -0.1
Cc1ccc(NC(=O)c2cc3c(=O)oc4ccccc4c3n2C)cc1F | 104 | 1.1
O=C(CSc1nnc(-c2cccs2)o1)N1c2ccccc2CCc2ccccc21 | 98 | -1.3
O=C(C1CCC(Cn2c(=S)[nH]c3ccccc3c2=O)CC1)N1CCCC1 (stereo not drawn) | 101 | 0.1
Cc1cc(-c2ccccc2)nc2cc(C(=O)O)nn12 | 101 | 0.3
CN(C)/N=C/c1cn(C)c2ccccc12 | 102 | 0.2
CCOCc1c(C(=O)OCC(=O)c2ccccc2)oc2ccccc12 | 102 | 0.1
C=CC(=O)NCC1OCCc2ccccc21 (stereo not drawn) | 101 | 0
COC(=O)c1c(SC)nc2ccccc2c1OCc1ccc(Cl)cc1 | 98 | -1.8
Cc1ccc(S(=O)(=O)NC(=O)c2c(C)cc3ccccn23)cc1 | 101 | -0.2
CCc1ccc(OCC(=O)N2CCN(CCc3ccncc3)CC2)cc1 | 102 | -0.3
CSc1sc(-c2ccnc(SCC(=O)c3ccc(Cl)cc3)n2)c2c1C(=O)CCC2 | 99 | -1.4
COC(=O)c1c(NC(=O)CSc2nncs2)sc2c1CCCCC2 | 104 | 0.2
CC1C2CC(=O)N(C)C1(C)Oc1ccccc12 (stereo not drawn) | 100 | -0.7

4 entries picked at random from the list so far:
SMILES | Polio RdRp inh | Polio RdRp inh FP z-score
O=C1CCC(=O)N1CN(Cc1ccccc1)Cc1ccccc1 | 103 | 0.7
CCn1c(=O)c2sccc2n2c(CCCC(=O)NCc3cccnc3)nnc12 | 103 | 0.1
Cc1nc(N)[nH]c(=O)c1CCC(=O)O | 105 | 0.2
O=C(O)CCC(=O)N1CCSc2ncccc21 | 106 | 2.3

The listing continues:
SMILES | Polio RdRp inh | Polio RdRp inh FP z-score
O=C(COc1ccc(Cl)cc1)OCc1cc(=O)n2nc(C3CCCCC3)sc2n1 | 111 | 0.9
Cc1ccccc1NC(=O)NC(C)(C)CC(C)(C)C | 99 | -1.4
N/C(=C\C(=O)c1cccs1)C(F)(F)F | 102 | 0.7
CCC(C(=O)O)n1cnc2ccccc21 (stereo not drawn) | 101 | -0.3
O=C(CNc1cc(=O)[nH]c(=S)[nH]1)NCc1ccco1 | 103 | 0.3
O=C(c1ccc2c(c1)N(Cc1ccc(F)cc1)C(=O)c1ccccc1S2(=O)=O)N1CCN(Cc2ccccc2)CC1 | 106 | 0
COc1cc(/C=C(\C#N)c2ccc(C)cc2)cc(OC)c1OC | 101 | -0.6
CCOC(=O)N1CCC(NC(=O)c2cc3cc4cc(OC)ccc4nc3o2)CC1 | 104 | 1.1
O=C(C1CCCCC1)N1CCCCCCC1 | 101 | -0.8
CCN(CC)c1cc(C)c2cc(NC(=O)c3ccc(OC)c(OC)c3)ccc2n1 | 104 | -0.2
O=c1cc(-c2ccccc2)n2c(SCc3ccccc3)nnc2[nH]1 | 101 | -1.3
c1ccc(Cn2c3c(c4ccccc42)CCOc2ccccc2-3)cc1 | 100 | -0.3
CCc1cc2cc(C)cc(C)c2nc1Cl | 104 | 0.5
COc1ccccc1Cn1c(CNS(=O)(=O)c2cccc([N+](=O)[O-])c2)nc2cccnc21 | 107 | -0.2
COc1ccc(NC(=O)N2CC(C)Sc3ccccc32)cc1 (stereo not drawn) | 102 | 0.1
Nc1ccc(C(F)(F)F)c(C(F)(F)F)c1 | 98 | -1.6
Cc1ccc(/C=C2/SC(=S)N(c3ccc(C(=O)O)c(O)c3)C2=O)o1 | 107 | 1.6
Nc1ccc(NC(=O)CCN2CCOCC2)cc1 | 103 | 0
CC(C)(C)N1C(=O)NC(=O)/C(=C/c2ccccc2Cl)C1=O | 95 | -0.9
CNCC(=O)NC(C)(C)C | 110 | 0.9
CN(Cc1ccc(F)cc1)S(=O)(=O)c1nnc(NC(=O)c2ccccc2Br)s1 | 111 | 1.3
Cc1ccc(-c2nc3c(c(SCC(=O)N4CCCCC4)n2)Cc2cc(C)ccc2O3)cc1 | 103 | -0.2
COC(=O)c1sccc1NC(=O)c1ccc2nonc2c1 | 103 | 0.4
CCC(C)NC(=O)Cn1c(=O)c2cccn2c2ccc(F)cc21 (stereo not drawn) | 105 | -0.4
O=C(Oc1ccccc1N1CCOCC1)c1ccco1 | 104 | -0.1

Whole records, looked up by structure. Values in the order: Polio RdRp inh	Polio RdRp inh FP z-score
Listed for `COc1ccccc1Cn1c(CNS(=O)(=O)c2cccc([N+](=O)[O-])c2)nc2cccnc21` : 107	-0.2
Listed for `CN(C)/N=C/c1cn(C)c2ccccc12` : 102	0.2
Listed for `Cc1cc(=O)oc2cc(OCc3ccc(C(=O)O)cc3)ccc12` : 91	-1.4
Listed for `COc1ccc(C(=O)NCC(c2ccc(N(C)C)cc2)N2CCCC2)c(OC)c1` (stereo not drawn) : 105	0
Listed for `O=C(CNc1cc(=O)[nH]c(=S)[nH]1)NCc1ccco1` : 103	0.3

Additional results:
SMILES | Polio RdRp inh | Polio RdRp inh FP z-score
CC(SC1CCCCC1)C(=O)Nc1ccc(S(N)(=O)=O)cc1 (stereo not drawn) | 104 | 0.3
Oc1ccc(C(=S)N2CCCCC2)cc1 | 96 | -1
CC1(C)NC(=O)N(Cc2ccccc2)C1=O | 100 | -0.5
CC(=O)Nc1ccc(S(=O)(=O)N(C)S(=O)(=O)c2ccc(F)cc2)cc1 | 103 | 0.2
CCc1cc2c(=O)c(Oc3ccc(F)cc3)c(C)oc2cc1O | 102 | 0
CCc1cccc(C)c1NC(=O)CSc1nc2ccccc2nc1N1CCOCC1 | 106 | 0.2
CCCC(CCC)C(=O)Nc1nnc2n1CCS2 | 98 | -2.2
C=CCNCc1ccc(-c2ccc(C(C)O)cc2)o1 (stereo not drawn) | 101 | -0.2
Nc1cc(N)nc(SCc2cccnc2)n1 | 98 | -0.5
CCCn1cnc2cc(NCc3ccc(OCC)cc3)ccc21 | 100 | -0.8
CCNc1nc2nonc2nc1NCC | 102 | -0.2
Cc1cccc(-c2noc(CCCC(=O)NCc3ccco3)n2)c1 | 109 | 0.4
COc1ccc(NC(=O)COC(=O)C2CCCCN2S(=O)(=O)c2cccc3nsnc23)cc1 (stereo not drawn) | 104 | 0.3
O=C(Nc1ccccc1)C(Cc1cccs1)c1nn[nH]n1 (stereo not drawn) | 102 | 0.1
COc1ccc(Cl)cc1NC(=O)CN1CCCC(c2nnc(SC)n2C(C)C)C1 (stereo not drawn) | 101 | -0.2
CC1(C)C2=CC3(C)N(CC(=O)N2c2ccccc21)c1ccccc1C3(C)C (stereo not drawn) | 102 | 0.1
Cc1nnc2c3c(-c4ccccc4)csc3ncn12 | 101 | 0.1
CC(C)C(CC(=O)O)c1ccco1 (stereo not drawn) | 101 | -0.2
Cc1c(/C=C(/C#N)C(=O)Nc2ccc(Cl)cc2)c2ccccc2n1C | 100 | 0.2
CNC(=O)CSc1ccc(Cl)cc1 | 108 | 0.3
Cc1ccc(CSc2nc3ccc(C(=O)NCCN4CCCC4)cc3n2C)cc1 | 103 | 0.7
O=C(NC(O)C(=O)c1ccccc1)c1ccccn1 (stereo not drawn) | 102 | -0.1
CC[C@H]1OC(=O)C[C@@H](O)[C@H](C)[C@@H](O[C@@H]2O[C@H](C)[C@@H](O[C@H]3C[C@@](C)(O)[C@@H](O)[C@H](C)O3)[C@H](N(C)C)[C@H]2O)[C@@H](CC=O)C[C@@H](C)C(=O)/C=C/C(C)=C/[C@@H]1CO[C@@H]1O[C@H](C)[C@@H](O)[C@@H](OC)[C@H]1OC | 97 | -0.3
Cc1ccc(C(=O)NCC(=O)NC2CC2)cc1 | 101 | -0.1
COc1cc(CNc2ccc3[nH]c(=O)[nH]c3c2)cc(Br)c1OCC(=O)NC(C)(C)C | 100 | -0.6
Carrying on:
SMILES | Polio RdRp inh | Polio RdRp inh FP z-score
O=C(CN1C(=O)c2ccccc2C1=O)Nc1ccccc1C(=O)N1CCCC1 | 93 | -2.3
Cc1cccc(N2CC(c3nc4ccccc4n3CCC3CCCCC3)CC2=O)c1 (stereo not drawn) | 110 | 0.6
CN(C)S(=O)(=O)c1cccc(CSc2nnc(Cc3cccs3)n2C2CCCCC2)c1 | 99 | -0.7
CCOc1ccc(-n2c(SCC(=O)NCc3ccccc3)nc3n[nH]c(C)c3c2=N)cc1 | 99 | -0.7
COCC(C)n1c(C)csc1=Nc1ccc(Cl)c(F)c1 (stereo not drawn) | 97 | -0.7
COc1ccccc1NC(=O)Cn1c(=O)n(Cc2ccco2)c(=O)c2cccnc21 | 103 | -0.2
O=C(c1cccs1)N1c2ccccc2C=Cc2ccccc21 | 101 | -0.1
CCOC(=O)CNc1nc2ccccc2n2cnnc12 | 101 | 0.5
CCOC(=O)c1nnn2c1nc(N1CCN(c3ccccc3)CC1)c1ccccc12 | 98 | -1
CC1C/C(=N/Nc2nc3ccccc3[nH]2)CC(C)(C)C1 (stereo not drawn) | 103 | 0
COCCCNC(=O)C1CCCN(c2ncnc3onc(C)c23)C1 (stereo not drawn) | 107 | -0.3
Nc1nc(=S)c2[nH]cnc2[nH]1 | 100 | 0
CC1CCN(CCCNC(=O)c2cc(Sc3ccc(F)cc3)nc3ccccc23)CC1 | 109 | 0.1
CCOc1ccccc1N(CC)C(=O)c1ccc2c(=O)n3c(nc2c1)CCCCC3 | 109 | 0.8
O=C(O)C12CC3CC(CC(S)(C3)C1)C2 | 104 | 0.8
COc1cc(OC)c(Nc2nc3ccc(C)cc3n3nnnc23)cc1Cl | 121 | 2.4
O=C(NCCN1CCOCC1)c1cc2ccc3cccnc3c2[nH]1 | 100 | -0.4

Some of the compounds tested. The share of hits here may be higher or lower than overall.
